Screening data from PubChem.
CHRM4 agonist: CHRM4 agonism in calcium assay. CHO-K1 hM4/Gqi5, Fluo-8 calcium fluorescence; vehicle 0%, full acetylcholine response 100%. actives 0.14% (n = 360,000). P08173. activation, % at 3 µM;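 active = activation above the run mean over all test wells plus 3 SD, cut at about 32% in these data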;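 also: peak over basal fluorescence ratio per well then scaled between controls; 0% = DMSO wells and 100% = acetylcholine at EC100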
Target sequence (P08173 whole entry, looked up): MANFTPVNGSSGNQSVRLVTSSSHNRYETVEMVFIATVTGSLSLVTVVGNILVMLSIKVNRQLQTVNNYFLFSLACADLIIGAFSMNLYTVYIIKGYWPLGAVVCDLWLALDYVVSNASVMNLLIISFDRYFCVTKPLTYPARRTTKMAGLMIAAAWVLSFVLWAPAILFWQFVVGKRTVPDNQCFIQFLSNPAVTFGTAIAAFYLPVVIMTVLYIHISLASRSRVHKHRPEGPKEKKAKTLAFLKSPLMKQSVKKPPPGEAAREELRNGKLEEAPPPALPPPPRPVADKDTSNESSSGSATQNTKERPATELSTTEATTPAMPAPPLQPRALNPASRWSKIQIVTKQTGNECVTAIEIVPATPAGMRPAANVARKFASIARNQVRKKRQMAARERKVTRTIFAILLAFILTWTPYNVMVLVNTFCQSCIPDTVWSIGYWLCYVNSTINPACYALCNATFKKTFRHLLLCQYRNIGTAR
M1 PAM: potentiates human M1 receptor response to acetylcholine; P11229; CHO-K1 hM1, Fluo-8 calcium fluorescence, ACh EC20; 0% = ACh EC20, 100% = maximal ACh; activation, % at 3 µM; actives 0.088% (n = 360,000); in the data active = activation above about 19%, passing the limit was not always enough
Target sequence (P11229 whole entry, looked up): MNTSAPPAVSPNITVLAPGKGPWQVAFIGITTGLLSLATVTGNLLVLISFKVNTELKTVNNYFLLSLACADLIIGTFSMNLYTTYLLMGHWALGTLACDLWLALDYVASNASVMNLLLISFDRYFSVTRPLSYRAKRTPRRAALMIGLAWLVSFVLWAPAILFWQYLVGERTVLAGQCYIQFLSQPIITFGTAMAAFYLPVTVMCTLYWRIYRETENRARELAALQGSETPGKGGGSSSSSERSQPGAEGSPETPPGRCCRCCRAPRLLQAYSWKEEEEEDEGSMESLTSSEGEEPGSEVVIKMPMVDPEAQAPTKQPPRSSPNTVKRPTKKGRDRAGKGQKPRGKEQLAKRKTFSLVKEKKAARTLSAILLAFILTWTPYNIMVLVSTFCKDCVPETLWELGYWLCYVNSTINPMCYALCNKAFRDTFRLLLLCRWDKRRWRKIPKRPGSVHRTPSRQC
CRFR2-BP ag: agonists of human CRF-binding protein/CRF-R2 receptor complex; HEK293 CRF-R2/CRF-BP, calcium dye fluorescence (FLIPR); percent of saturating CRF peptide response; activation, % at 13.2 µM; actives 0.46% (n = 350,000); AID 588473;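 active = activation of at least 50%, plus an integration ratio under a set limit after plate pattern correction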;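 also: plate controls were neutral control wells without compound for no effect and CRF at EC100 for full effect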
M1 antag: antagonists of human M1 muscarinic receptor; P11229; CHO-K1 hM1, Fluo-8 calcium fluorescence, ACh EC80 antagonist; inhibition, % at 3 µM; actives 1.3% (n = 360,000); AID 588852;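 active = percent inhibition above its own plate's cutoff, namely the mean of that plate's compound wells plus 3 SD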;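 also: peak over basal fluorescence ratio during 140 s after agonist addition; 0% = ACh EC80 plus DMSO and 100% = DMSO alone without agonist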
M5 ag: CHRM5 agonism in calcium assay; P08912; CHO-K1 hM5 cells, Fluo-8 calcium fluorescence; 0% DMSO wells, 100% maximal acetylcholine response; activation, % at 3 µM; actives 0.19% (n = 360,000);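 active = activation above the run's mean over test compounds plus 3 SD, cut at about 23% in these data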;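 also: signal is peak over basal fluorescence ratio across the kinetic read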
CHRM4 PAM: potentiates acetylcholine response at human M4 receptor; P08173; CHO-K1 hM4/Gqi5, Fluo-8 calcium fluorescence, ACh EC20; 0% = ACh EC20, 100% = maximal ACh; activation, % at 3 µM; actives 0.4% (n = 360,000); AID 624126;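 active = activation above its plate's cutoff, the mean activation of sample wells plus 3 SD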; also: some results filed as inactive read as strong as hits
M5 antag: CHRM5 antagonism in calcium assay; P08912; CHO-hM5 cells, Fluo-8 calcium fluorescence, ACh EC80; inhibition, % at 3 µM; actives 0.59% (n = 360,000); AID 624040;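 active = inhibition above a per-plate cutoff, the mean of that plate's test compounds plus 3 SD, cut at about 27% in these data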;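 also: 0% = acetylcholine EC80 with DMSO and 100% = DMSO without agonist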
CHRM5 PAM: positive allosteric modulators of human muscarinic M5 receptor. P08912. CHO-K1 hM5, Fluo-8 calcium, ACh EC20 PAM; 0% = ACh EC20, 100% = ACh EC100. activation, % at 3 µM. actives 0.3% (n = 360,000). AID 624038;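 active = activation above the run cutoff, the mean activation of all test compounds plus 3 SD, cut at about 18% in these data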
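system = human M5 receptor in CHO-K1 cells | reagent = EC20 acetylcholine as agonist stimulus | compound dosing = single-point, 3 µM nominal | incubation = Fluo-8 loading 80 min at 37 °C plus 30 min room temperature | detection = Fluo-8 calcium dye fluorescence, kinetic read | benchmarks = low control EC20 acetylcholine (0%), high control EC100 acetylcholine (100%)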
CHRM4 antagonist: CHRM4 antagonism in calcium assay; CHO-hM4 cells, ACh EC80, Fluo-8 calcium fluorescence; AID 624125; inhibition, % at 3 µM; P08173; actives 0.73% (n = 360,000);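 active = inhibition above its plate's cutoff, the mean inhibition of sample wells plus 3 SD, cut at about 27% in these data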;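 also: 0% = acetylcholine EC80 with DMSO and 100% = DMSO without agonist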
The depositor's hits bear a star; . = not tested or not shown. Not all compounds are listed. The share of hits here may be higher or lower than overall.

SMILES	CHRM4 agonist	M1 PAM	CRFR2-BP ag	M1 antag	M5 ag	CHRM4 PAM	M5 antag	CHRM5 PAM	CHRM4 antagonist
O=C(CN1CCOCC1)Nc1ccc(Br)cc1C(=O)c1ccccc1	0	14	-4.8	-8	0	20	-5	2	-2
CCCCn1c(=O)c(C(=O)Nc2ccccc2)c(O)c2ccccc21	1	15	11	-10	4	5	3	7	-3
COc1ccc2c(c1)C1OCCNC1CC2 (configuration not stated)	2	7	.	-7	-1	8	0	2	-11
O=C(CNC(=O)c1ccc(Br)cc1)Nc1ccc(Br)cc1C(=O)c1ccccc1	0	13	-2.0	-8	-6	7	-3	0	3
COc1ccc(C(c2nnnn2C2CCCC2)N2CCC3(CC2)C(=O)NCN3c2ccccc2)cc1 (configuration not stated)	-2	5	.	-1	3	4	-2	1	-18
C/C(=N\NC(=O)c1ccccc1O)c1c(O)n(C2CCCCC2)c(=O)[nH]c1=O	0	5	-0.3	-6	-3	-2	6	-2	1
O=[N+]([O-])c1ccc(N2CCCC2)c2ncccc12	0	-2	-1.1	5	-2	-8	12	-3	0
Oc1cccc2nc3ccccc3nc12	0	17	-1.9	0	0	12	1	-1	-25
O=C(CN1CC(c2ccccc2)CC1=O)Nc1ccccc1 (configuration not stated)	1	2	-0.1	-5	2	1	-3	-2	-14
Cc1ccc(O)c(C(=O)c2cc(C(=O)NCCC(C)C)c(=O)n(CCC(C)C)c2)c1	1	6	13	-2	2	11	-1	8	-1
CCC(C)n1c(O)c(/C=N/N2CCOCC2)c(=O)[nH]c1=S (configuration not stated)	1	-2	0.2	-9	1	-8	2	-4	2
C[C@]12CC[C@H](O)C[C@H]1CC[C@@H]1C2CC[C@]2(C)[C@@H](C3=CC(=O)OC3)[C@@H](O)C[C@]12O (some centres not stated)	1	2	-0.7	2	2	-1	0	6	-2
Cc1ccc(N2C(=O)NC(=O)C(CCc3ccccn3)(Cc3cccc(Cl)c3Cl)C2=O)cc1 (configuration not stated)	0	6	-1.4	-3	0	-1	4	-3	-1
Oc1ccc2ccccc2c1CN1CC=C(c2ccccc2)CC1	1	7	0.0	-9	-5	-3	7	11	1
CC(=O)N1CN(C(C)=O)CN(C(C)=O)C1	1	1	11	4	0	-1	-8	2	-5
O=C(Nc1nccs1)C(Cl)(Cl)Cl	1	6	2.8	-6	2	5	-4	5	4
COCCNC(=O)Cn1cc(/C=C2\C(=O)NC(=O)N(c3cccc(C)c3C)C2=O)c2ccccc21	2	8	3.2	-11	0	0	-1	-2	-2
COC(=O)C1=C(c2c(C)noc2C)C[C@@H]2CC[C@H]1N2C(=O)NCCOc1ccc(OC)cc1	1	2	-0.3	1	-1	12	5	11	7
COc1ccccc1N1CCN(Cc2ccccc2F)CC1	1	-5	-2.1	9	-6	2	-3	-2	10
COc1cc(N2CCOCC2)ccc1/C=C1\C(=O)NC(=O)N(Cc2ccc3c(c2)OCO3)C1=O	2	6	5.3	0	3	2	5	2	5
Fc1ccc(CCNCc2ccc(Br)cc2)cc1	11	3	1.2	-3	-2	2	-7	8	-5
O=C(/C=C/c1ccc(Cl)cc1)NC(=S)N1C[C@H]2C[C@H](C1)c1cccc(=O)n1C2	1	-9	-2.7	7	0	8	0	-6	-5
O=C(NC1CCCCC1)Oc1cc2oc(=O)sc2cc1Cl	1	9	1.8	-2	6	1	1	8	-11
O=C(Nc1ccc(Cl)cc1)Nc1nccs1	11	3	-1.3	0	2	0	8	-9	0
CC1CCN(C(CC(=O)c2ccccc2)C(=O)c2ccccc2)CC1 (configuration not stated)	5	10	-0.2	-10	10	0	9	3	15
Cc1ccc(/C=C2/C(=O)NC(=O)N(CC3CCCO3)C2=O)s1 (configuration not stated)	1	13	-1.4	-3	-2	6	-5	-1	-2
O=S1(=O)CC2(N3CCOCC3)CCCCC21 (configuration not stated)	2	5	0.0	-6	4	3	7	-12	-3
CC1(C)CSC(=NCc2ccccc2)N1	64*	-16	191*	16	26*	-28	9	-19	19
COc1ccc(CCn2c(O)c(C=NCCCN(C)C)c(=O)[nH]c2=O)cc1OC	1	10	-0.9	-6	-2	10	2	2	15
COc1cc(CN=C(C)c2c(O)n(C3CCCCC3)c(=O)[nH]c2=O)cc(OC)c1	9	-8	-0.3	16	6	-33	12	-14	1
CC(CC(C#N)(c1ccccc1)c1ccccc1)N1CCCCC1 (configuration not stated)	-1	-30	-0.4	75*	-11	-9	25	-34	13
C=C1N2CCC(CC2)C1(O)c1ccc(C)cc1 (configuration not stated)	1	-2	-0.6	-2	-5	-4	11	-16	0
CCN1CCN(c2ccc([N+](=O)[O-])cc2C(=O)OC)CC1	0	-1	0.1	8	-10	4	7	1	0
C=CCn1c(C)c(C=C2C(=O)NC(=O)NC2=O)c2ccccc21	0	22	0.7	-22	3	2	-1	11	-2
CC(=O)N[C@@H]1CC[C@@]2(O)[C@H]3Cc4ccc(O)c5c4[C@@]2(CCN3CC2CC2)[C@@H]1O5	0	-21	0.4	21	0	-6	1	-11	-7
COc1ccc(C2SCC(=O)Nc3c2c(=O)[nH]n3C2CCCCCC2)cc1OC (configuration not stated)	0	9	-1.3	-9	-1	10	6	3	-15
CCCCn1c(=O)c(C(=O)Nc2ccccc2F)c(O)c2ccccc21	1	18	-0.8	-13	4	11	-4	2	-23
CCC(COC(=O)NC)NC(=O)Oc1ccccc1 (configuration not stated)	0	7	-0.8	-5	4	5	0	4	11
COc1ccc(-c2cc(=Nc3ccccc3)c3cc(C)ccc3o2)cc1	1	6	-0.1	-8	1	0	0	-3	-15
O=C(N/N=C/c1c(O)n(CCc2ccccc2)c(=O)[nH]c1=O)c1ccccc1O	2	4	2.3	-8	4	-1	-8	6	0
C[C@]12CCC3C(CC[C@H]4C[C@H](N)CC[C@]34C)C1CC[C@H]2O (some centres not stated)	1	1	3.1	-2	-3	-8	2	0	11
CCOc1cc(C2C(C#N)=C(N)Oc3c2c(=O)oc2ccccc32)ccc1OC(=O)c1cccs1 (configuration not stated)	0	1	-1.4	-11	-3	-2	-1	3	-13
CC(C)(C)NC(=S)/N=C(\N)N[N+](=O)[O-]	5	7	-0.2	-7	2	18	2	10	-8
CCOc1cc2c(cc1OCC)-n1cccc1C(c1ccc(F)cc1)NC2 (configuration not stated)	5	1	0.5	3	-1	-9	9	-7	7
c1ccc(C(OCCN2CCN(c3ncccn3)CC2)c2ccccc2)cc1	3	-27	-1.7	48*	-16	-6	23	-21	-4
COC(=O)C1=C(c2ccc(F)cc2OCc2ccccc2)C[C@@H]2CC[C@H]1N2C(=O)NCCCOC(C)C	-1	4	-3.5	4	-2	11	-3	-5	-6
[O-]c1ccccc1-[n+]1c(-c2ccccc2)cc(-c2ccccc2)cc1-c1ccccc1	4	-23	-2.3	23	-12	-9	8	-9	17
COC(=O)C(O)(c1c(C)[nH]n(-c2ccccc2)c1=O)C(F)(F)F (configuration not stated)	1	9	4.2	-4	-2	23	-13	-5	-3
CCN(CC)S(=O)(=O)c1ccc(NN=C(C#N)C#N)cc1	8	-3	23	6	12	-5	5	-13	-4
Fc1cccc(F)c1CN1CCN(c2ccc(Cl)cc2)CC1	1	7	-0.6	-11	-2	10	-2	4	-2
Cc1cc(OC(C)C(=O)NCC(O)c2ccccc2)c2c3c(c(=O)oc2c1)CCCC3 (configuration not stated)	3	2	-0.9	0	-1	-4	20	-9	4
CN(C(=O)CNC(=O)OCc1ccccc1)c1ccc(Br)cc1C(=O)c1ccccc1Cl	1	4	2.4	6	-4	-4	-1	-2	-2
CNCCc1nc(N)n[nH]1	0	-4	1.7	15	-4	-2	12	5	3
O=C(C(=C1N(Cc2ccc(Cl)nc2)CCN1Cc1ccc(Cl)nc1)[N+](=O)[O-])C(Cl)Cl	1	5	148*	-8	-2	-2	12	-3	1
O=C(C1CC(=O)N(C2CCCC2)C1)N1CCC2(CC1)OCCO2 (configuration not stated)	0	0	-2.8	-1	-2	12	4	-2	2
CC1(C)N2CC3([N+](=O)[O-])CN1CC([N+](=O)[O-])(C2)C3	1	8	3.9	-11	-3	4	12	-2	-3

6 structures out of the list, arranged by formula weight, high to low.
SMILES	CHRM4 agonist	M1 PAM	CRFR2-BP ag	M1 antag	M5 ag	CHRM4 PAM	M5 antag	CHRM5 PAM	CHRM4 antagonist
CN(C(=O)CNC(=O)OCc1ccccc1)c1ccc(Br)cc1C(=O)c1ccccc1Cl	1	4	2.4	6	-4	-4	-1	-2	-2
O=C(C(=C1N(Cc2ccc(Cl)nc2)CCN1Cc1ccc(Cl)nc1)[N+](=O)[O-])C(Cl)Cl	1	5	148*	-8	-2	-2	12	-3	1
Cc1cc(OC(C)C(=O)NCC(O)c2ccccc2)c2c3c(c(=O)oc2c1)CCCC3 (configuration not stated)	3	2	-0.9	0	-1	-4	20	-9	4
COC(=O)C(O)(c1c(C)[nH]n(-c2ccccc2)c1=O)C(F)(F)F (configuration not stated)	1	9	4.2	-4	-2	23	-13	-5	-3
O=C(C1CC(=O)N(C2CCCC2)C1)N1CCC2(CC1)OCCO2 (configuration not stated)	0	0	-2.8	-1	-2	12	4	-2	2
CNCCc1nc(N)n[nH]1	0	-4	1.7	15	-4	-2	12	5	3
